MT stabilizer: microtubule stabilizers in HeLa cells, primary screen, imaging, high-content imaging; HeLa tubulin immunostaining HCS, 24 h; share of cells brighter than vehicle mean+2SD; % tubulin-high responders, % at 10 µM; actives 0.83% (n = 200,000);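 active = plate Z-score above 3 for both tubulin-high and condensed-nucleus cell shares, with cell loss under 80%, at 10 µM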;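 note: anti alpha tubulin signal scored within the nucleus-defined area of each cell; some results filed as inactive read as strong as hits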
Autophagy HCS: autophagy modulators in MEF cells, primary screen, imaging, high-content, MEF GFP-LC3. MEF GFP-LC3 puncta imaging; test concentration mostly 10 µM. calls only at 10 µM (by protocol). actives 0.98% (n = 190,000);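 active = percentage of spot-positive cells more than 3 SD above its plate mean, without a fluorescence outlier flag or 80% toxicity; inconclusive = no clear call, values can overlap the other calls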;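 note: spot-positive cell cutoff set from DMSO-treated cells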
b-catenin transl: modulators of beta-catenin nuclear translocation, primary screen, imaging, HeLa cells, immunofluorescence, high-content; nuclear translocation activity, % at 5 µM; actives 0.3% (n = 190,000); AID 1665, 2009;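 active = nuclear translocation activity above 50% at 5 µM, with a well cell count of 50 or more; inconclusive = wells under 50 cells across six images, flagged as toxic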;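 note: per-cell ratio of nuclear to cytoplasmic median beta-catenin stain intensity; plate controls were DMSO negative control for no effect and GSK-3 inhibitor IX positive control for full effect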
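Test system: human HeLa cell line; Doses: 5 µM primary, 0.02–20 µM confirmation; Incubation: 24 h compound exposure, 37°C; Detection: beta-catenin immunofluorescence imaging with DAPI; Read-out: beta-catenin nuclear/cytoplasmic ratio, % activation.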
human PMI inhibition: inhibitors of human PMI, primary screen, biochemical, fluorescence intensity, coupled assay (AID 1209); actives 0.42% (n = 190,000); purified PMI enzyme, coupled fluorescence intensity; higher % means a stronger effect; inhibition, % at 20 µM; hits with a dose series show IC50 in µM;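 note: plate controls were DMSO vehicle for no effect and wells lacking substrate for full effect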
human PMI inhibitors: human PMI inhibitors, high substrate, primary screen, biochemical, fluorescence intensity, high mannose 6-phosphate (AID 1220); actives 0.66% (n = 190,000); inhibition, % at 20 µM; hits with a dose series show IC50 in µM; Mannose-6-phosphate isomerase (Homo sapiens); recombinant PMI enzyme, coupled fluorescence intensity; higher % means a stronger effect
Yfh1-off respiration: enhancers of respiration in Yfh1-depleted yeast, dose response, Friedreich's ataxia, plus single-dose screen (AID 1465); S. cerevisiae Yfh1-off respiration, WST-1 reduction, 72 h; higher fold induction means a stronger effect; actives 0.074% (n = 220,000); one-dose fold induction at 50 µM; EC50 in µM for titrated hits;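 active = fold induction of absorbance versus untreated yeast above a set limit, then at least 30% activation at any dose in follow-up; inconclusive = repeats straddling the limit, or above it without dose testing; inactive = fold induction below the set limit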;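 note: activators that raise dye reduction in frataxin-depleted yeast; strong numbers were not always called active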
Ins promoter up: insulin promoter activators in MIN6 cells, imaging, high-content screening, mouse beta cells; MIN6 insulin promoter-GFP reporter; hits give high values; z-score at 5 µM; actives 0.3% (n = 190,000);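 active = z-score above 3 at 5 µM with at least 500 cells counted in the well; inconclusive = wells under 500 cells, flagged as cytotoxic or low count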
WT yeast gro inh: growth inhibition of WT strain, primary screen, mitochondrial fusion inhibitor project, WT and mutant strains, chemical genetic | mitochondrial fusion phenotypic screen | inhibition, % at 10 µM | actives 2.1% (n = 190,000) | AID 1362, 2008; in the data active = inhibition above about 58%; tested in S. cerevisiae
Dynein transport: inhibitors of GR-EGFP nuclear translocation, primary screen, dynein cargo transport inhibitor project, imaging, high-content, 3617.4 mouse cells; test concentration mostly 20 µM; stimulated with dexamethasone, 1 µM; hits give low values; AID 1381, 2008; z-score, hits read low; actives 0.47% (n = 220,000);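 active = plate z-score of nuclear minus cytoplasmic receptor signal below a set negative limit, without overly bright fluorescence or cell loss, cut at about -3.5 in these data, passing the limit was not always enough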;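 note: z-score of nuclear minus cytoplasmic ring GR-EGFP intensity difference per well; some compounds called inactive have numbers as strong as hits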
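Buffer or medium: tet-free, stripped-serum medium; reagent: dexamethasone at 1.0 µM final, 30 min; incubation: 48 h induction, 1 h compound, 30 min dex at 37 °C; measured by: formaldehyde fixation, Hoechst nuclear stain, 10x automated fluorescence imaging; read-out: nuclear-to-cytoplasmic GR-EGFP distribution per well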
WT yeast gro inh mutant strain: second read-out of WT yeast gro inh, no call of its own (marks repeat the call); inhibition, %; mitochondrial fusion phenotypic screen, mutant strain inhibition
Dynein transport cytoplasmic EGFP: further read-out of Dynein transport, marked with its call; z-score; measured here: cytoplasmic GR-EGFP intensity; hits give high values
Dynein transport nuclear GR-EGFP: recorded beside Dynein transport, whose call it bears; z-score; measured here: nuclear GR-EGFP intensity;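 lower value marks the stronger effect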
Dynein transport cell count: second read-out of Dynein transport, no call of its own (marks repeat the call); z-score; measured here: cell count per field
Ins promoter up cell count: also measured in Ins promoter up; calls as there; cell count; measured here: cytotoxicity, nuclei count;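 total cells summed across four imaged fields per well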
b-catenin transl cell count 5 µM: further read-out of b-catenin transl, marked with its call; cell count; measured here: cell count, cytotoxicity flag
MT stabilizer Hoechst-high %: second read-out of MT stabilizer, no call of its own (marks repeat the call); % Hoechst-high responders; measured here: nuclear condensation Hoechst responders;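 share of cells brighter than vehicle mean plus two SD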
MT stabilizer cytotoxicity %: recorded beside MT stabilizer, whose call it bears; toxicity, %; measured here: cytotoxicity by cell density;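 0% = mean cell density of plate MIN control wells and 100% = no cells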
Autophagy HCS cell loss 18 h: also measured in Autophagy HCS; calls as there; toxicity, %; measured here: cell loss, nuclei count;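 cell loss after 18 h compound exposure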
* hit, by the source's call; i = inactive; ? = inconclusive; . = not tested or not shown. Cut-off read from the data, not from the text of the source, unless noted: active = inhibition above about 50%; inactive = the rest. The order is random. Share with any hit: about 5%.

SMILES	MT stabilizer	MT stabilizer Hoechst-high %	MT stabilizer cytotoxicity %	Autophagy HCS	Autophagy HCS cell loss 18 h	b-catenin transl	b-catenin transl cell count 5 µM	human PMI inhibition	human PMI inhibitors	Yfh1-off respiration	Ins promoter up	Ins promoter up cell count	WT yeast gro inh	WT yeast gro inh mutant strain	Dynein transport	Dynein transport cytoplasmic EGFP	Dynein transport nuclear GR-EGFP	Dynein transport cell count
C=CCn1c(-c2sccc2C)n[nH]c1=S	2.7	2.9	9.6	i	-7.1	.	.	-8.5%	-8.7%	i	0.24	1293	-5.8	2.8	-0.45	0.339	-0.377	1.03
CC(=O)Nc1ccc(Oc2cc(C#N)c(C#N)cc2N2CCCCCC2)cc1	3.0	3.4	5.7	i	-4.5	-0.5	998	11.1%	7.7%	i	?	.	-6.8	0.9	0.122	-0.228	-0.0107	0.887
CC(C)C(=O)Nc1ccc(C(=O)Nc2ccc(Br)cc2F)cc1	3.4	1.9	2.6	i	-3.5	-1.1	1145	-11.7%	-8.7%	i	-0.1	1294	-16.5	9.1	0.185	-0.365	-0.299	0.317
COc1ccc(CN(CCC#N)C(=S)NC(=O)c2ccccc2)cc1	2.1	1.6	7.3	i	9.0	-0.4	1399	9.1%	11.2%	i	-0.28	1627	-6.6	1.7	0.591	-0.0371	1.16	-0.949
CCOC(=O)C1(C)NC(c2cccs2)C2C(=O)N(c3ccc(C)cc3)C(=O)C21 (stereo unspecified)	2.4	1.8	0.8	i	6.9	0.6	1066	-1.5%	2.8%	i	-0.56	1304	11.0	-9.7	2.68	-0.143	1.04	-1.54
COC(=O)c1ccc(CN2C(=O)C3CCCCC3C2=O)o1 (stereo unspecified)	1.1	1.4	0.0	i	-1.7	0.5	1561	.	.	i	-0.37	1745	8.3	-3.8	-0.0112	-0.338	-0.218	-0.166
O=C1N/C(=C/c2ccc(Br)cc2)C(O)=C1C=NCc1ccccc1	12.1	35.9	32.8	i	8.8	-5.9	568	-6.9%	-8.7%	i	0.04	1382	-4.1	-14.9	-0.0732	0.293	0.775	0.143
Cc1ccc2nc(SCc3ccc([N+](=O)[O-])cc3)nc(C)c2c1	3.0	2.4	6.8	i	10.7	-0.7	1105	16.9%	15.7%	i	0.08	1939	0.5	-4.8	0.124	-0.223	-0.254	0.502
COc1cc(SC)ccc1C(=O)N1CCN(c2ccccc2)CC1	2.9	2.3	0.9	i	11.9	1.2	902	8.9%	5.9%	i	-0.11	1615	19.3	-8.2	0.337	-0.176	0.379	-0.594
O=C(COC(=O)/C=C/c1cccc(F)c1)Nc1ccccc1	2.2	2.6	6.8	i	-11.6	-1.3	1113	-5.4%	-6.5%	i	-0.34	1187	0.3	10.7	0.309	-0.00143	0.4	0.584
O=C(N/N=C1\CCc2ccccc21)c1ccccc1Cl	2.6	3.3	8.9	i	-4.5	0.9	992	-5.9%	-1.6%	i	-0.6	1558	-2.2	-14.1	-0.674	-0.0701	-0.513	0.0933
CS(=O)(=O)N1N=C(c2ccccc2)CC1c1ccc2nccnc2c1 (stereo unspecified)	1.0	1.1	11.0	i	-9.4	-0.1	953	-2.0%	6.4%	i	-0.02	1310	-0.2	9.8	-0.472	-0.128	-0.286	0.962
Cn1cccc1C(=O)NC(=O)CSc1cccc[n+]1[O-]	1.6	1.5	11.4	i	-1.5	.	.	1.4%	17.2%	.	.	.	-1.1	-4.2	0.72	-0.221	0.309	0.396
Cc1ccc(C23CC4CC(CC(NC(=O)NC(C)(C)CO)(C4)C2)C3)cc1	1.6	2.0	10.4	i	-5.4	.	.	3.6%	-1.1%	i	1.06	805	13.0	18.1	-0.497	-0.0216	-0.382	0.358
O=C(Nc1ccccc1)N(CCCN1CCOCC1)Cc1ccccc1F	4.9	1.2	8.6	i	-13.8	-7.3	998	-1.2%	6.1%	i	0.19	1167	7.3	-0.4	-0.0832	-0.23	0.317	-0.809
COc1ccc(C(=O)NCc2csc(-c3cccs3)n2)cc1	.	.	.	.	.	-3.9	1142	.	.	i	-0.07	1385	.	.	-0.5	-0.226	-0.213	1.04
CC(=O)[C@H]1[C@@H]2C(=O)N(c3cccc(Cl)c3)C(=O)[C@@H]2[C@H]2c3ccccc3C=CN21	1.3	1.1	9.6	i	-1.7	-2.4	1385	-61.4%	-35.7%	i	0.32	1249	-48.8	8.7	-1.49	0.639	-0.409	0.591
COC(=O)c1ccc(NC(=O)CSC2=NC(=O)C(c3ccccc3)C(=O)N2)cc1 (stereo unspecified)	2.8	2.3	9.8	i	-4.3	0.3	546	-4.5%	-8.8%	i	-0.04	1245	-23.7	-1.9	1.44	-0.208	1.28	-1.86
Cc1cccc(NC2=C(NC(=O)c3ccccc3)C(=O)c3ccccc3C2=O)c1	3.6	1.1	13.8	i	14.8	-2.3	1150	14.6%	6.2%	i	0	1336	33.1	17.6	2.06	0.377	1.65	-2.42
O=C(c1cc2ccccc2o1)N1CCCC1	1.4	0.7	1.8	i	-17.9	0.0	964	5.8%	-0.3%	i	0.14	1498	21.6	13.1	0.393	0.31	0.776	-0.573
O=C(NNC(=O)c1ccc(F)cc1)C(=O)N1CCCCC1	2.5	1.3	8.9	i	9.7	-1.9	1113	3.6%	3.2%	i	1.03	1468	-2.5	12.6	0.82	-0.148	0.613	-0.244
Cc1ccc(Cl)cc1-n1c(=O)cc(N2CC(C)OC(C)C2)[nH]c1=O (stereo unspecified)	4.4	4.1	5.9	i	2.7	1.2	1468	2.9%	-2.3%	i	1.81	1278	11.5	19.1	0.851	-0.292	0.224	-0.0498
O=c1c(-c2ccc(F)cc2)coc2c3c(ccc12)OCCO3	2.5	3.0	7.6	i	3.1	.	.	-4.3%	-6.7%	i	0.82	1205	2.0	-6.6	-0.322	-0.235	-0.215	-0.906
CC(C)(C)NC(=O)C(c1cccs1)N(Cc1cccs1)C(=O)c1ccc(CN2CCOCC2)o1 (stereo unspecified)	2.9	2.9	7.0	i	3.2	0.9	1074	-7.9%	-7.3%	i	-0.91	1200	-0.2	12.5	-0.76	-0.343	-0.357	0.914
Cc1ccc(S(=O)(=O)n2nc(OC(=O)C3CCCCC3)cc2N)cc1	4.0	2.6	10.9	i	42.3	1.2	1408	0.7%	-1.6%	i	0.78	1685	-3.3	-18.6	1.54	-0.374	0.955	-0.316
COc1ccc(N2CC(C(=O)N/N=C/c3ccc([N+](=O)[O-])cc3)CC2=O)cc1 (stereo unspecified)	3.4	2.4	5.5	i	4.1	-1.1	1091	-7.1%	-1.4%	i	-0.07	1257	7.5	10.2	0.556	-0.0571	0.796	-0.0984
O=C(CNS(=O)(=O)c1ccccc1)OCc1cccc([N+](=O)[O-])c1	3.7	2.3	0.9	i	9.6	2.9	1047	22.5%	13.0%	i	0.41	1465	13.4	-0.1	0.0409	-0.304	-0.245	0.664
OCCC1CN(Cc2nc3ccccc3s2)CCN1C1CCCCC1 (stereo unspecified)	3.4	0.9	4.0	i	20.7	0.2	1173	-1.3%	10.8%	i	0.38	1494	2.2	7.2	0.111	0.0152	0.0399	0.362
CC1=NNC(=O)C1CCC(=O)N/N=C\c1cccc(Cl)c1 (stereo unspecified)	2.7	1.6	3.8	i	-1.9	-2.2	1150	1.5%	2.3%	i	-0.39	1245	-2.5	1.1	-0.784	-0.318	-0.366	0.659
COc1ccccc1Nc1ccc([N+](=O)[O-])cn1	3.9	2.2	6.5	i	-7.1	-2.2	1020	12.0%	7.7%	i	0.03	1439	0.1	6.0	-0.654	-0.364	0.0825	0.262
COc1ccc(C(=O)CSc2nnnn2C)c(OC)c1	2.9	2.5	4.8	i	-0.1	0.2	1550	.	.	i	-0.33	1507	-12.0	8.0	-0.612	-0.359	-0.435	1.34
N#CCn1c(C2CCCCC2)nc2ccccc2c1=O	4.1	2.0	8.3	i	-43.8	-2.0	1170	-3.4%	8.5%	i	-0.03	1046	10.3	5.8	3.96	0.175	2.53	-1.5
O=C(O)c1cccc(Nc2ncnc3ccccc23)c1	3.4	3.4	8.1	i	15.9	-1.6	1171	3.7%	-5.4%	i	-0.1	1192	-60.7	-23.0	-1.98	-0.204	-0.487	0.546
Cc1ccc(C)n1-c1nccc(-c2cccs2)n1	2.5	2.0	14.0	i	-13.2	.	.	14.6%	8.5%	.	.	.	4.1	4.4	-0.865	-0.185	-0.794	1.67
C#CCN1CC(C)/C(=N/O)CC1C (stereo unspecified)	3.1	1.5	8.2	i	-1.7	-7.4	967	-3.2%	-3.7%	i	-0.08	1259	-6.8	-1.0	-0.202	-0.336	0.204	0.504
COCCOC(=O)/C(C#N)=C/c1cn(Cc2ccccc2)nc1-c1cccnc1	3.3	3.1	5.9	i	3.5	0.8	1551	-20.2%	-15.4%	i	0.24	1415	9.7	-3.1	0.688	-0.342	1.04	-0.425

From PubChem BioAssay
